aSyn rescue – rescues yeast growth from alpha-synuclein toxicity | AID 652106 | hit rate 0.14% among 370,000 | Yeast expressing alpha-synuclein, growth rescue, BacTiter-Glo, 24 h | Potency, µM (highest dose often 46.1 µM), inactives show top-dose growth rescue (activation), hits mostly activators; further: potency means the concentration at half of the fitted maximal effect; % of control where 0% means no effect; nearly all actives have a fitted effect of over 65% in size
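Rescue of yeast growth: cells expressing toxic alpha-synuclein, induced in galactose at OD600 0.02, incubated with compound 24 h at 30 C. ATP luminescence quantified growth; inhibitors of toxicity appear as activators.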
D3 antag – antagonists of human D3 dopamine receptor; AID 652054; D3R cells, DiscoveRx beta-arrestin luminescence, antagonist mode; hits give low values; max response, negative = inhibition, %; hit rate 2.5% among 360,000; in the data active means max response below about -50%; inconclusive means no clear call, values can overlap the other calls; further: on the % scale 0 is the no-effect control and ±100 the full control effect; mostly tested at two doses, the higher about 12 µM
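Cells expressing the human receptor were seeded at 1500 cells/well, incubated overnight at 37 degrees C in 5% CO2, then exposed to library compounds with dopamine controls for 90 minutes at 37 degrees C before luminescent detection.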
TDP-43 yeast inh – rescues yeast growth from TDP-43 toxicity; TDP-43 expressing yeast growth rescue, BacTiter-Glo, 24 h; Potency, µM (top dose mostly 46.1 µM), for inactives: at the highest dose growth rescue (activation), usual class: activators; hit rate 1.8% among 410,000; AID 652104; further: potency means the concentration at half of the fitted maximal effect; % of control where 0% means no effect; nearly all actives have a fitted effect of over 50% in size
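Growth rescue of TDP-43-toxic yeast measured as ATP luminescence (BacTiter-Glo). Cells grown to mid-log in raffinose, induced in galactose at OD600=0.02, exposed to compound 24 hr at 30 deg C.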
Abeta rescue – A-beta toxicity reversal in yeast. yeast expressing A-beta42, growth rescue, OD600, 48 h; response scale: 0% DMSO, 100% iron-clioquinol control. Potency, µM (titrated, usually from 46.1 µM), for inactives: at the top dose growth rescue, usual class: activators. hit rate 0.063% among 410,000; further: potency means the concentration at half of the fitted maximal effect; nearly all actives have a fitted effect of over 55% in size
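Yeast A-beta toxicity model in growth medium with pinned compounds, 48 h at 30 C; growth read as absorbance at 600 nm. Normalized to FeCl3/clioquinol equimolar mix (positive) and DMSO (negative).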
EPAC2 antag – EPAC2 (human) antagonism; EPAC2 GEF exchange of Rap1B-BODIPY-GDP, fluorescence; Potency, µM (titrated, usually from 114 µM), for the others: at the top dose activity, negative = inhibition, usual class: inhibitors; hit rate 0.18% among 360,000; AID 720708; further: potency means the concentration at half of the fitted maximal effect; on the % scale 0 is the no-effect control and ±100 the full control effect; nearly all actives have a fitted effect of over 45% in size; many of its hits are not listed in these tables
Target sequence (Q8WZA2 whole entry, looked up): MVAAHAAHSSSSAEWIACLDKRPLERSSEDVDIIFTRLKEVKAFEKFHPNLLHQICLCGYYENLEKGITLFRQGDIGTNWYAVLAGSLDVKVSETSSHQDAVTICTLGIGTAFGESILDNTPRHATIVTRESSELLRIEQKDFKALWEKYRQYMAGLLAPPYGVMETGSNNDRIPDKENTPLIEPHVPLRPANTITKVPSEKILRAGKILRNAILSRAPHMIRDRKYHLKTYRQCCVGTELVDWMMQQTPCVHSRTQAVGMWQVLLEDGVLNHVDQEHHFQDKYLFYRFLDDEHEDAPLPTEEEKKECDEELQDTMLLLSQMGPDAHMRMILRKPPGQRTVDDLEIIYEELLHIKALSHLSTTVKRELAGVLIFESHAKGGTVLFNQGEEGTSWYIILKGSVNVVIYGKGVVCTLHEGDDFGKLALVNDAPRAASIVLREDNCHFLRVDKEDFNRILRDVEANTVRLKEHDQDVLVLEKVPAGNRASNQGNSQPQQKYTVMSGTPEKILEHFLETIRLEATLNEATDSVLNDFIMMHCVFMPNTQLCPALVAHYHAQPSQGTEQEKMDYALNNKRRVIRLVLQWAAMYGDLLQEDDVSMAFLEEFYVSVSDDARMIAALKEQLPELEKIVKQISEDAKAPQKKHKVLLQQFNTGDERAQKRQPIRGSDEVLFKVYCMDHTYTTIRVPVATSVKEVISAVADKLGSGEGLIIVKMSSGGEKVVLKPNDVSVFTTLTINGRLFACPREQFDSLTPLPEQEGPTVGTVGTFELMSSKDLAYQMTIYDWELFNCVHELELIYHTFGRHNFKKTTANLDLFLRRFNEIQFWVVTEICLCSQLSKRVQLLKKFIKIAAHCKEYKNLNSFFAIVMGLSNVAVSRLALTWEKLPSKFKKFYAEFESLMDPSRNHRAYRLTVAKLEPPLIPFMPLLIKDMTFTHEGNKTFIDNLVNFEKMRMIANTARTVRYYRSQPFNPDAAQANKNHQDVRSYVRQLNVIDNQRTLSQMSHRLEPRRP
D3 ag – agonists of human D3 dopamine receptor; P35462; D3R DiscoveRx beta-arrestin cells, luminescence, 90 min; max activation, %; hit rate 0.58% among 410,000; AID 652048; in the data active means max activation above about 30%; further: 0% is about no effect; mostly tested at two doses, the higher about 12 µM
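Agonist mode: compounds and dopamine controls were applied to plated cells for 90 min at 37 degrees C after an overnight attachment at 1500 cells/well. Luminescent read-out followed 30 - 60 minutes at room temperature with DiscoveRx detection reagent.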
EPAC2 ag – EPAC2 (human) agonism; EPAC2 activation, biochemical qHTS; response scale: 100% = 6.5 mM cAMP response; Potency, µM (top dose mostly 154 µM), without a hit: at the highest dose activation, actives largely listed as activators; hit rate 0.079% among 360,000; further: potency means the concentration at half of the fitted maximal effect; nearly all actives have a fitted effect of over 50% in size
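Compounds were titrated in qHTS against a Rap1B-BODIPY-GDP (250 nM) complex with EPAC2 (100 nM) and GDP (50 uM). BODIPY-GDP release tracked at 480/540 nm over 30 min at room temperature, normalized to 6.5 mM cAMP.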
FUS yeast rescue – FUS proteinopathy suppression in yeast. hit rate 0.24% among 390,000. S. cerevisiae FUS-expressing, growth rescue, OD600, 24 h. Potency, µM (titrated, usually from 76.6 µM), inactives show at the highest dose growth rescue (activation), most hits filed as activators. AID 1347120;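 further: potency means the concentration at half of the fitted maximal effect; plate controls were DMSO vehicle for no effect and reference control for full effect; nearly all actives have a fitted effect of over 55% in size; some results filed as inactive show a strong effect at the top dose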
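Steps: raffinose overnight preculture; dilution to OD 0.005 in 2% galactose minimal medium; compound addition (concentration series); 24hr at 30C, 99% humidity; absorbance read at 600 nm.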
Active calls of the source: *; ? = inconclusive; / = not tested or not shown; & = joins results of further samples; [ ] = another dose, or the depositor's remark. Unless noted, the call rests on the fitted dose curve; in most records, active means well fitted curve in the direction sought with a large enough effect; inconclusive means small, poorly fitted or top-dose-only effect, or another doubt; inactive means no such curve, though single readings can be large; an effect the other way counts as inactive or inconclusive. An excerpt; rates above refer to the full screens.

SMILES	aSyn rescue	D3 antag	TDP-43 yeast inh	Abeta rescue	EPAC2 antag	D3 ag	EPAC2 ag	FUS yeast rescue
COC(=O)c1ccc(OC(=O)/C=C/c2ccco2)cc1	-0.3%	-0.4	13.0%	1.6%	-2.9%	4.6	6.0%	4.7%
Cc1ccc(S(=O)(=O)N(C)CC(=O)OCC(=O)NC(=O)Nc2ccc3c(c2)OCCO3)cc1	-4.4%	10.7	-0.4%	-7.6%	-15.0%	-3.8	9.3%	/
COc1ccccc1NC(=O)CN1CCN(CC(=O)Nc2ccc(F)cc2F)CC1	-1.6%	-8.0	-22.0%	-16.8%	7.9%	26.9	2.9%	18.7%
COC1=CCC2([N+](=O)[O-])CN(CCO)CC1([N+](=O)[O-])C2 (stereo unspecified)	3.0%	8.3	4.7%	5.8%	-6.0%	-2.8	1.4%	-12.4%
Cc1noc(C)c1C(=O)Nc1ccc(F)c(F)c1	6.3%	16.2	?	7.6%	-0.8%	5.9	-1.6%	-3.6%
Cc1cccc2nc(-c3ccco3)c(Nc3ccc4c(c3)OCO4)n12	4.5%	3.9	-16.4%&1.1%	-12.2%&-15.6%	-25.9%	21.5&0.9	10.1%	12.2%&15.0%
COc1cccc(-n2c(SCC(N)=O)nnc2-c2ccncc2)c1	-3.0%	-18.8	0.0%	-20.3%	7.1%	0.6	-16.0%	-12.9%
O=C1/C(=C\c2ccccc2)SC(=S)N1CCC(=O)N1CCCCC1CCO (stereo unspecified)	10.2%	3.6	4.1%	-7.2%	-0.8%	-0.5	1.2%	25.3%
O=C(c1ccc2c(=O)n(Cc3ccco3)c(=S)[nH]c2c1)N1CCN(Cc2ccccc2)CC1	5.9%	4.6	-8.7%	-4.1%	-0.5%	2.2	-5.0%	?
O=C(CCCN1C(=O)/C(=C/c2cccc(Br)c2)SC1=S)Nc1cccnc1	3.6%	-14.0	-17.2%	17.9%	8.9%	8.3	0.4%	8.2%
O=C(Nc1ccc(S(=O)(=O)N2CCOCC2)cc1)c1c(F)cccc1F	3.6%	1.9	-6.0%	?	7.3%	1.3	5.8%	1.4%
COc1ccc([C@@H]2[C@H]3C(=O)N(c4cccc(C(F)(F)F)c4)C(=O)[C@H]3ON2C)cc1	11.8%	13.2	22.5%	21.3%	-5.9%	5.9	-4.0%	/
Cc1ccc(NC(=O)CN2CCCC2c2cccs2)cc1S(=O)(=O)N1CCCCC1 (stereo unspecified)	0.7%	0.6	12.2%	0.0%	3.5%	-3.3	18.0%	0.0%
O=C(Nc1nccs1)c1cc(S(=O)(=O)N2CCOCC2)c(Cl)cc1Cl	3.4%	-25.8	-17.1%	0.7%	9.5%	0.1	0.7%	4.0%
O=C(Nc1cccc2ccccc12)/C(=C/c1ccc([N+](=O)[O-])cc1)NC(=O)c1ccccc1	3.8%	-12.8	12.4%	-9.1%	-4.2%	-7.3	0.1%	35.8%
O=CNc1cc(-c2ccccc2)cn2c(-c3ccc(F)c(Cl)c3)cnc12	-13.1%	?	?	12.6%	8.3%	0.8	5.3%	32.2%
O=C(CSc1nnc(-c2ccc(F)cc2)o1)N1CCCC1	0.3%	8.1	10.2%	-7.4%	7.9%	1.7	8.6%	-1.9%
COc1ccc(/C(N)=N/OC(=O)CSc2ccc(C)cc2)cc1	-0.3%	27.8	6.2%	0.9%	-1.2%	15.5	0.8%	20.2%
Cc1cc(C)c(C#N)c(Nc2cccc(C)c2C)n1	-0.6%	9.9	18.9%	6.8%	-4.9%	6.6	5.0%	-3.1%
Cc1ccc(NC(=S)N2CCN(CCN3C(=O)c4cccc5cccc(c45)C3=O)CC2)cc1	13.4%	?	15.3%	9.5%	-7.1%	-3.8	1.0%	/
COc1cccc(-n2c(SCC(=O)O)nnc2-c2cccnc2)c1	2.1%	-2.2	-18.3%	-0.9%	4.4%	-10.0	7.5%	2.4%
CCOC(=O)c1nc(C)n(-c2cc(Cl)ccc2Cl)n1	-0.2%	23.3	5.1%	-0.1%	5.8%[57.1 µM]	0.4	2.1%	7.7%
Cc1ccc(NC(=O)c2cccc3cccnc23)cc1	-8.7%	-7.7	7.3%	-50.5%[inhibitor]	-12.3%	-3.6	16.6%	22.0%
CC(=O)N1CCOc2ccc(S(=O)(=O)NCCc3cccc(C)c3)cc21	-0.7%	5.2	-9.0%	10.1%	6.4%	-9.7	-8.0%	2.6%
COc1ccc(NC(=O)C2CCN(S(=O)(=O)c3c(C)noc3/C=C/c3cccs3)CC2)cc1Cl	0.6%	/	13.6%	6.1%	/	-1.0	/	-3.1%

Quoted from the listing.
`COC1=CCC2([N+](=O)[O-])CN(CCO)CC1([N+](=O)[O-])C2` (stereo unspecified) in EPAC2 ag is entered as 1.4%
`COc1ccc(/C(N)=N/OC(=O)CSc2ccc(C)cc2)cc1` in Abeta rescue is entered as 0.9%
`O=C(CSc1nnc(-c2ccc(F)cc2)o1)N1CCCC1` in D3 ag is entered as 1.7

(next part)
SMILES	aSyn rescue	D3 antag	TDP-43 yeast inh	Abeta rescue	EPAC2 antag	D3 ag	EPAC2 ag	FUS yeast rescue
CCc1nc2c(OCCc3cccc(OC)c3)cccn2c1N(C=O)Cc1ccc(OC)cc1	5.5%	-4.3	3.5%	-7.3%	-5.3%	-4.4	14.3%	13.9%
O=C(O)c1ccc2c(=O)n3c(nc2c1)/C(=C/c1cccc(O)c1)CC3	-7.8%	-3.8	-1.5%	9.3%	-4.9%	4.1	8.9%	5.7%
Cc1ccc(NC(=O)C2c3ccccc3-c3ccccc32)cc1	15.6%	4.4	17.9%	-9.8%	1.1%	3.4	3.7%	2.3%
CCCCOCCCNC(=O)C[C@@H]1C[C@@]2(C(=O)OCC)CCC=C2N(Cc2ccc3c(c2)OCO3)C1=O	-8.4%	-4.5	2.7%	-2.5%	-0.7%	0.1	-0.2%	?
COC(=O)c1sc(-c2cccs2)cc1N	2.4%	3.2	4.2%[1.82 µM]	11.1%	-9.4%	14.8	3.3%	-1.2%
CC1(CCc2ccccc2)NC(=O)N(Cc2cc([N+](=O)[O-])cc3c2OCOC3)C1=O (stereo unspecified)	-0.6%	-23.5	-13.8%	8.1%	-1.6%	-4.3	0.7%	-1.5%
Clc1ccccc1CSC1=NCCCN1	-1.8%	-11.2	1.9%	10.3%	3.2%	0.1	-3.5%	-2.0%
COc1ccccc1OCC(=O)NCCCn1ccnc1	-0.1%	0.9	-0.4%	-4.7%	1.1%[57.1 µM]	-2.7	19.1%	-18.2%
Cn1c(=O)c2ncn(CC(=O)N/N=C/c3ccco3)c2n(C)c1=O	-1.0%	10.8	-13.8%	-6.3%	10.4%	2.4	6.5%	18.4%
O=C1CC(N(CCc2ccccc2)C(=S)Nc2ccccc2)C(=O)N1c1ccc(Br)cc1 (stereo unspecified)	-1.8%	-18.1	13.3%	10.9%	6.0%	0.6	14.0%	22.6%
COCc1cc(C)nc(OCC(=O)N/N=C/c2ccc(O)cc2O)c1C#N	-2.4%	3.9	-18.5%	0.6%	10.2%	12.2	2.0%	24.8%
O=C(COC(=O)CSc1nnc(-c2ccc(Cl)cc2)o1)NCc1ccc2c(c1)OCO2	0.7%	40.0	2.5%	0.5%	5.4%	-0.3	2.1%	-1.6%
O=C(c1cccc([N+](=O)[O-])c1)N1CCN(C/C=C/c2ccccc2)CC1	2.9%	-10.6	-5.5%	-6.2%	-0.6%	31.5*	5.5%	1.5%
Cc1ccccc1C(=O)NC(=S)NC1CCS(=O)(=O)C1 (stereo unspecified)	-0.8%	0.6	1.3%	-14.5%	5.6%	3.6	4.4%	-3.8%
C[C@@H]1CN([C@@H](C)CO)C(=O)c2cccc(NC(=O)C3CCCCC3)c2O[C@@H]1CN(C)C(=O)NC1CCCCC1	-2.5%	0.0	-14.0%	0.0%	2.0%	0.0	-9.8%	?
COc1ccc(NC(=O)N(CCCN(C)C)Cc2cc3cc(OC)ccc3[nH]c2=O)cc1	1.4%	-0.9	-13.5%	7.5%	-6.5%	-2.3	-0.6%	7.9%
CCc1ccccc1N/C(=N\S(=O)(=O)c1ccccc1)C(F)(F)F	-7.6%	17.8	4.7%	3.1%	8.1%	-2.4	23.3%	/
O=C(CCC(=O)OCC(=O)c1ccccc1)Nc1cccc(Cl)c1	0.0%	-4.7	10.5%	32.2%	0.0%	19.2	3.0%	6.5%
CCn1c(SCC(=O)OC(C)C)nnc1-c1ccccc1	1.4%	9.2	1.6%	-3.8%	2.6%	6.0	-1.2%	9.9%
COc1ccccc1N(CC(O)CN1CCCCC1)S(=O)(=O)c1ccc(C)cc1 (stereo unspecified)	0.7%	-21.8	-9.6%	5.3%	-0.9%	-13.7	7.5%	13.7%
Cc1cccc(C)c1NC(=O)CN1C(=O)NC(C)(CCc2ccccc2)C1=O (stereo unspecified)	-3.1%	41.3	-15.2%	-8.5%	-3.2%	-0.5	2.6%	-17.8%
O=C(O)CCc1ccc(-c2ccc(F)cc2)n1CC1CCCO1 (stereo unspecified)	9.5%	-21.1	-3.0%	14.7%	1.6%	-0.2	6.5%	15.8%
CC(C)=CCc1c(O)cc2c(=O)c3ccc(O)cc3oc2c1O	-71.8%[inhibitor]	9.0	-90.9%[inhibitor]	-93.1%[inhibitor]	-6.2%	-10.6	1.5%	-20.7%
Cc1nc2c3c4c(sc3n3c(SCC(=O)NCc5ccco5)nnc3n2n1)COC(C)(C)C4	2.3%	20.8	0.6%	-10.5%	18.5%	1.5	10.9%	1.6%
CCOc1cc(/C=N\Nc2ncc(F)c(N3CCOCC3)n2)ccc1Oc1nc(Cl)ncc1F	1.6%	1.3	2.4%	-5.7%	-0.3%	8.6	-3.6%	37.0%
CCOC(=O)NC(=O)c1cn(Nc2ccccc2)c(=O)[nH]c1=O	1.1%	-5.5	15.5%	1.2%	0.1%	6.4	13.0%	0.4%
CN(C)CC(CCC(CN(C)C)C(=O)c1ccccc1)C(=O)c1ccccc1 (stereo unspecified)	-2.9%	-80.3*	-10.9%	-10.0%	-7.4%	-42.6	15.0%	17.8%

Bioassay records (PubChem BioAssay)
